# Bioassay records as filed in PubChem BioAssay.
# LAP4-GFP MLPCN = modulators of LAP4-GFP expression in yeast, primary screen, S. cerevisiae, multiplex flow cytometry, MLPCN library | 3 h; median GFP as percent of DMSO wells | GFP response vs DMSO, % at 10 µM | 320,000 compounds, 0.34% hits | AID 2023, 2009;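 active = GFP response vs DMSO above a set limit, about the screen mean plus 3 SD, cut at about 150% in these data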
# VLA-4 inh = inhibition in human VLA-4 binding assay, primary screen, VLA-4 allosteric modulator project, MLPCN library, flow cytometry, VLA-4 expressing cells; Integrin alpha-4 (Homo sapiens), P13612; ligand binding flow cytometry; inhibition, % (about 7 µM as worked out from the volumes in the protocol); 330,000 compounds, 0.2% hits; in the data active = inhibition above about 50%
# Target sequence (P13612 whole entry, looked up): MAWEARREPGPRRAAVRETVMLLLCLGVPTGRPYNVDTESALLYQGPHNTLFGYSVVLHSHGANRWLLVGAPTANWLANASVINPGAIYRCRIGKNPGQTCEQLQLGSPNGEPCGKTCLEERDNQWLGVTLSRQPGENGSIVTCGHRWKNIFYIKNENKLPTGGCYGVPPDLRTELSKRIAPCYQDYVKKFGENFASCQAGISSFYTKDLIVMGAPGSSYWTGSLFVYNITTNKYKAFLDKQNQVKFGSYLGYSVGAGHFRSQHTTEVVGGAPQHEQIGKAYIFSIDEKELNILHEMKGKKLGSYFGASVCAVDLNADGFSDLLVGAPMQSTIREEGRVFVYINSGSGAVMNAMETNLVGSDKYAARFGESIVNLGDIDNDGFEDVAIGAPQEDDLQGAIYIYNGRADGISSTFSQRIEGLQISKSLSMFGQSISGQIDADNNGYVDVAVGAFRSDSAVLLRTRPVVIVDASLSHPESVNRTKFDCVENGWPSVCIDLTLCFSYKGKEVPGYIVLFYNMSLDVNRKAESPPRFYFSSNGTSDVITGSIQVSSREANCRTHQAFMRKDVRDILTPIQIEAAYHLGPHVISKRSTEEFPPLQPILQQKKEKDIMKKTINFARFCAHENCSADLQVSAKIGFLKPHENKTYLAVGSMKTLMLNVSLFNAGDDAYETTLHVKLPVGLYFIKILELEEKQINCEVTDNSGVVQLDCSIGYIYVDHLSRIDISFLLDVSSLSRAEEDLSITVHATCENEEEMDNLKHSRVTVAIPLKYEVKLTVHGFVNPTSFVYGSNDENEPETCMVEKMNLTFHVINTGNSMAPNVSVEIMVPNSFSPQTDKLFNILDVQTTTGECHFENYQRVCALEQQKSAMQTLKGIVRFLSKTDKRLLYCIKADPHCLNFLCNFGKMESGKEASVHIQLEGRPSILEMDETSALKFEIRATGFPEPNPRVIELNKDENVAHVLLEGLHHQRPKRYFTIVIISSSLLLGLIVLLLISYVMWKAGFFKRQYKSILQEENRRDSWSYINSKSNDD
# RPL19A-GFP yeast = RPL19A-GFP expression modulators in yeast, primary screen, cell-based, S. cerevisiae, multiplex flow cytometry, MLPCN; S. cerevisiae RPL19A-GFP strain, 3 h; hits give low values; percent response vs DMSO, % at 10 µM; 330,000 compounds, 0.3% hits; AID 2025, 2009;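 active = percent response vs DMSO below 50%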;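 also: median channel GFP fluorescence of the barcoded RPL19A-GFP strain; ratio of sample median GFP to plate DMSO average so 100% = DMSO; lower means less RPL19A-GFP as with rapamycin TOR inhibition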
# GRK2 aptamer HTS = compounds blocking aptamer binding on GRK2 – biochemical, human GRK2, bead flow cytometry, HTS, primary screen; Beta-adrenergic receptor kinase 1 (Homo sapiens), P25098; FAM-aptamer displacement from GRK2; inhibition of aptamer binding, % at 10 µM; 330,000 compounds, 0.59% hits; AID 488847, 2010;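 active = inhibition of aptamer binding above 40%, roughly 3 SD of noise, on plates passing a quality check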;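 also: median bead fluorescence of bound FAM aptamer so fluorescent compounds give negative values; no value below 0 was filed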
# CIT2 TOR yeast = modulators of CIT2-GFP expression in yeast, primary screen, S. cerevisiae, GFP fusion, multiplex flow cytometry, MLPCN library | 320,000 compounds, 0.065% hits | S. cerevisiae CIT2-GFP strain, 3 h; 100 means same as DMSO wells | AID 2029, 2009 | GFP response vs DMSO, % at 10 µM;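 active = GFP response relative to DMSO above a set limit, near the screen mean plus 3 SD, cut at about 150% in these data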;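 also: ratio of well median GFP fluorescence to mean of DMSO wells on the plate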
# MEP2 TOR yeast = modulators of MEP2-GFP levels in yeast, primary screen, S. cerevisiae, multiplex flow cytometry, MLPCN library; S. cerevisiae MEP2-GFP strain, 3 h; 100% = DMSO control level; GFP response vs DMSO, % at 10 µM; 330,000 compounds, 0.51% hits;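 active = GFP response versus DMSO above a set limit, roughly screen mean plus 3 SD, cut at about 180% in these data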;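 also: median GFP fluorescence of the barcode-gated MEP2-GFP cells per well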
# AGP1 TOR yeast = modulators of AGP1-GFP expression in yeast TOR pathway, primary screen, cell-based, multiplex flow cytometry, S. cerevisiae, MLPCN library; 3 h; GFP as percent of DMSO wells; GFP response vs DMSO, % at 10 µM; 320,000 compounds, 0.02% hits; AID 2066, 2009;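 active = GFP response relative to DMSO above a set limit, near screen average plus 3 SD, cut at about 150% in these data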;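 also: median GFP channel fluorescence of the gated AGP1 strain per well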
# Yeast superoxide = reduction of superoxide in aged yeast, primary screen, HTS; S. cerevisiae aged cells, superoxide DHE fluorescence; hits give low values; superoxide response (% of plate mean), % at 10 µM; 330,000 compounds, 0.18% hits; AID 2690, 2010;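 active = superoxide response under a set limit, about three screen SD below normal, cut at about 65% in these data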;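 also: yeast aged for seven days with compound at 30 °C before DHE staining; 100% = average MFI of all compound-treated wells on the plate with controls excluded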
# An asterisk follows results filed as active; x = no result given.
SMILES,LAP4-GFP MLPCN,VLA-4 inh,RPL19A-GFP yeast,GRK2 aptamer HTS,CIT2 TOR yeast,MEP2 TOR yeast,AGP1 TOR yeast,Yeast superoxide
O=S(=O)(NCc1cn2ccsc2n1)c1ccc2c(c1)OCCO2,104,20,103,0,103,107,104,98
CCOC(=O)c1ccccc1NC(=O)COC(=O)C1CCCC1,106,-3,100,0,100,102,102,97
Cc1ccc(S(=O)(=O)N2CCOCC2)cc1C(=O)Nc1nc(-c2cccnc2)cs1,98,-37,100,3,100,108,99,92
O=C(Nc1ccc(-c2cscn2)cc1)C1CCCN(Cc2ccc(CO)o2)C1 (stereo not drawn),69,15,109,2,98,96,90,109
O=C(CNC(=S)NC(=O)c1cccs1)c1ccccc1,98,11,99,1,91,100,87,96
N=c1sccn1CC(=O)N1CCc2ccccc21,100,-8,104,0,101,104,107,92
Cc1ccc(-c2nnc(-c3ccc(NC(=O)Cc4cccs4)cc3)o2)cc1,106,-47,100,1,112,100,99,99
COc1ccc(CNC(=O)COC(=O)CCN2C(=O)C3CC=CCC3C2=O)cc1OC (stereo not drawn),97,4,94,0,99,99,92,100
O=C(CCNS(=O)(=O)c1ccc(Br)cc1)NNC(=O)C1COc2ccccc2O1 (stereo not drawn),100,0,94,5,90,97,96,126
CCN1C(=O)[C@H]2[C@@H](c3ccc(-c4cccc(Cl)c4)cc3)N[C@@](Cc3ccccc3)(C(=O)OC)[C@H]2C1=O,138,-8,101,2,99,102,93,99
C[C@H](CO)N1C[C@H](C)[C@@H](CN(C)CC2CC2)Oc2c(NS(=O)(=O)c3ccc(F)cc3)cccc2C1=O,96,-7,96,0,89,97,94,134
Cc1ccc(/C=N/NC(=O)C(C)Oc2cccc3ccccc23)o1 (stereo not drawn),83,-13,105,2,103,103,97,111
COCc1cc(/C=N\NC(=O)Cc2ccc(Cl)cc2)ccc1OC,91,-13,102,1,106,99,94,104
CCN(CC)S(=O)(=O)c1ccc2oc(SCC3CN=C(c4ccc(OC)cc4)S3)nc2c1 (stereo not drawn),112,-9,96,0,90,100,98,102
Cc1ccc2nc(Nc3nc(CSc4nnc(C)s4)cc(=O)[nH]3)nc(C)c2c1,107,22,92,3,87,85,91,111
CC1CCN(S(=O)(=O)CCNC(=O)c2ccc(F)cc2)CC1,104,7,93,0,88,88,99,118
Cc1cc(C)n(-c2nc3ccccc3n3c(C)nnc23)n1,106,2,104,0,117,107,117,98
O=C(Cc1ccc(Br)cc1)Nc1ccc(Cl)cc1,104,0,100,2,90,99,101,84
CC(C)C(=O)Nc1nnc(CCc2ccccc2)s1,106,0,108,1,112,113,96,90
Cc1cccc(-c2cccc(NC(=O)C3CCCN(Cc4cccnc4)C3)c2)c1 (stereo not drawn),69,-2,109,0,94,102,90,112
CCOC(=O)c1[nH]c(C)c(C(=O)OCCOc2cccc(C)c2)c1C,90,0,95,0,101,107,92,104
CCOc1cccc2cc(C(=O)Nc3cc(C)on3)c(=O)oc12,110,9,99,0,98,109,99,99
O=C1C2ON(c3ccccc3)C(c3ccncc3)C2C(=O)N1c1ccc(N2CCOCC2)cc1 (stereo not drawn),101,-6,100,0,99,101,104,96
CN1CCN(CC(O)COc2ccc(Cl)cc2)CC1 (stereo not drawn),89,3,89,0,91,89,x,82
CSCCC(NC(N)=O)C(=O)Nc1cccc(S(=O)(=O)N2CCOCC2)c1 (stereo not drawn),91,2,100,0,100,98,99,88
# Continuation.
SMILES,LAP4-GFP MLPCN,VLA-4 inh,RPL19A-GFP yeast,GRK2 aptamer HTS,CIT2 TOR yeast,MEP2 TOR yeast,AGP1 TOR yeast,Yeast superoxide
O=S1(=O)CC/C(=N\Nc2ccc(F)cc2)c2ccsc21,100,8,102,2,103,100,100,108
COc1ccc(-n2c(-c3ccc(C)cc3)n[nH]c2=S)cc1,83,10,105,0,104,95,97,90
COc1ccc(C2=NNC(c3cccnc3)=Nc3ccccc32)cc1,93,-11,103,4,106,106,100,82
CCN(C(=O)Cc1c(C(=O)O)n(C)c2ccccc12)c1ccc(F)cc1,98,5,92,1,88,94,99,81
CC1CCCN(C(=O)C2COc3ccccc3O2)C1 (stereo not drawn),104,4,91,0,103,105,103,109
O=C(CCNC(=O)c1ccc([N+](=O)[O-])cc1)Nc1cccc(S(=O)(=O)N2CCOCC2)c1,94,12,94,0,93,96,94,119
Cc1cc(NC(=O)CSc2nnc(-c3ccco3)n2Cc2ccccc2)no1,98,10,99,0,99,100,102,104
Cc1cccc(NC(=O)CN2CCCN(S(=O)(=O)c3ccc(Br)s3)CC2)c1,102,-2,98,2,96,99,96,103
CC1Cc2ccccc2N1C(=O)Cn1cnc2ccccc2c1=O (stereo not drawn),85,3,95,0,84,87,103,83
O=C(NCCc1c[nH]c2ccccc12)/C(=C/c1cccnc1)NC(=O)c1cccs1,89,-3,99,1,100,99,101,99
COc1cccc(-n2c(SCC(=O)NCCc3ccccc3)nnc2-c2ccoc2C)c1,91,0,93,4,89,93,92,107
O=C(O)c1ccccc1-c1nc(-c2ccccc2)c(-c2ccccc2)[nH]1,108,8,106,9,95,102,104,90
CN(Cc1c(F)cccc1Cl)C(=O)CCc1c[nH]c2ccccc12,91,13,94,0,93,96,87,103
OC[C@H]1OC(Nc2ccc(N=Nc3ccccc3)cc2)[C@@H](O)[C@@H](O)[C@@H]1O (stereo partly drawn),96,-5,95,5,78,92,83,100
CS(=O)(=O)N1CCCC(C(=O)N2CCN(c3cccc(Cl)c3)CC2)C1 (stereo not drawn),105,5,101,2,106,103,105,103
COc1ccc2[nH]cc(C(=O)CN(C)CCc3ccc(OC)c(OC)c3)c2c1,94,11,92,0,91,95,95,109
O=C(Nc1ccccc1)c1ccc2c(c1)OCO2,107,17,96,1,92,97,96,91
O=C(NCC1CCN(Cc2ccccc2Cl)CC1)Nc1ccccc1F,89,14,100,0,98,112,94,123
Cc1cc(N2CCOCC2)n2nc(C)c(-c3ccccc3Cl)c2n1,100,1,106,0,94,113,92,101
COc1ccc(C)cc1NC(=O)CN1CCN(S(=O)(=O)c2ccc3ccccc3c2)CC1,90,13,91,2,89,93,92,90
COc1ccc(/C(C)=N/Nc2nncc3ccccc23)cc1,97,12,103,2,100,105,94,88
NC(=O)c1cc(S(=O)(=O)NC2CCCCC2)co1,96,-12,99,0,99,101,99,107
Cn1c(SCC(=O)NC(C)(C)C)nc(O)cc1=O,100,8,103,0,103,104,108,111
CC(C)c1ccccc1NC(=O)COC(=O)/C=C/c1cccc([N+](=O)[O-])c1,96,-6,107,3,94,104,100,87
CC1(C)CC(=O)c2cc(OCC(=O)NCC3CCCO3)ccc2O1 (stereo not drawn),104,6,102,0,104,105,x,80

# 3 entries from above, ordered by the value under VLA-4 inh, descending:
SMILES | LAP4-GFP MLPCN | VLA-4 inh | RPL19A-GFP yeast | GRK2 aptamer HTS | CIT2 TOR yeast | MEP2 TOR yeast | AGP1 TOR yeast
O=S1(=O)CC/C(=N\Nc2ccc(F)cc2)c2ccsc21 | 100 | 8 | 102 | 2 | 103 | 100 | 100
CC1(C)CC(=O)c2cc(OCC(=O)NCC3CCCO3)ccc2O1 (stereo not drawn) | 104 | 6 | 102 | 0 | 104 | 105 | x
CS(=O)(=O)N1CCCC(C(=O)N2CCN(c3cccc(Cl)c3)CC2)C1 (stereo not drawn) | 105 | 5 | 101 | 2 | 106 | 103 | 105

# (more compounds)
SMILES,LAP4-GFP MLPCN,VLA-4 inh,RPL19A-GFP yeast,GRK2 aptamer HTS,CIT2 TOR yeast,MEP2 TOR yeast,AGP1 TOR yeast,Yeast superoxide
COc1cnn(-c2ccccc2)c(=O)c1SCc1ccc(Cl)cc1Cl,105,-1,93,1,93,100,98,101
O=C(NC1=NCCS1)c1ccc2c(c1)C(=O)N(Cc1ccco1)C2=O,93,-10,92,1,92,92,87,100
CCOc1ccc(N(CC(=O)N2CCCCC2)S(=O)(=O)c2ccc(Cl)cc2)cc1,105,2,102,0,102,105,105,102
O=c1oc(-c2cccs2)nc2sc3c(c12)CCCC3,97,5,95,1,99,95,97,121
O=C(CC1Sc2ccccc2NC1=O)Nc1ccccc1[N+](=O)[O-] (stereo not drawn),93,-12,100,1,96,93,98,109
COc1ccc(S(=O)(=O)N(C)CC(=O)NCc2cccnc2)cc1Cl,106,3,106,1,101,105,100,129
COc1ccc(OC(C)C(=O)Nc2cccc(OC)c2)cc1 (stereo not drawn),98,6,98,0,88,100,98,107
Cc1ccc(S(=O)(=O)N2CCN(C(=O)CN3C(=O)CNC3=O)CC2)cc1,111,5,104,0,98,109,109,90
Nc1cc(=O)[nH]c(SCC(=O)NCC2CCCO2)n1 (stereo not drawn),95,-5,104,3,107,107,103,105
CCc1ccc(/C(C)=N/NC(=O)CNC(=O)/C=C/c2ccccc2OC)cc1,106,-2,107,0,107,109,107,100
Nc1ccc(C(=O)Nc2nc3ccccc3s2)cc1,105,-1,96,2,91,98,99,103
O=C(N/N=C/c1cccs1)c1cccc(NC(=O)c2ccc(Cl)cc2)c1,90,-10,106,0,104,103,100,104
CS(=O)(=O)N(CC(=O)N1CCCCCC1)c1cc(Cl)ccc1Cl,97,6,101,0,102,105,96,112
Cn1c(=O)n(CC(=O)NCC2CCCO2)c(=O)c2c3c(sc21)COC(C)(C)C3 (stereo not drawn),91,4,102,1,103,104,98,112
Cc1c(CN2CCC(C(=O)Nc3cccc(-c4cccc(Cl)c4)c3)CC2)cnn1C,105,10,101,0,98,97,102,91
CC1(NC(=O)CC[N+](C)(C)CCO)CS(=O)(=O)CC1S(=O)(=O)[O-] (stereo not drawn),94,4,99,47*,96,98,99,87
CCOc1ccc(CCNC(=O)C2CCCN(S(=O)(=O)N3CCOCC3)C2)cc1OCC (stereo not drawn),107,3,101,1,101,108,101,96
Cc1ccc(CC(=O)Nc2cccc(C#N)c2)cc1,105,11,93,0,95,95,87,94
c1ccc(CCCc2nc(-c3cccnc3)no2)cc1,95,9,98,0,86,93,91,86
Cc1noc(C)c1C(=O)N1CCN(Cc2ccc3c(c2)OCO3)CC1,96,3,100,1,112,99,104,81
Cc1[nH]nc2c1[C@@H](c1ccccc1[N+](=O)[O-])C(C#N)=C(N)O2,88,2,103,0,104,105,96,94
Cc1cccc(C)c1OCCN1C(=O)NC(C)(c2ccccc2)C1=O (stereo not drawn),104,3,91,2,94,62,84,141
COc1cccc2[nH]c(C(=O)NC(C)c3ccccc3)cc12 (stereo not drawn),101,-1,105,0,98,104,90,89
Cc1ccc(S(=O)(=O)N2[C@@H](c3ccc(Cl)cc3)C(C(=O)O)=CC[C@H]2c2ccc(Cl)cc2)cc1,90,18,97,6,92,89,95,109
Cn1c2ccccc2c2c(C(=O)N3CCN(c4ccccn4)CC3)cn(C3CCCC3)c(=O)c21,x,-1,98,2,90,104,99,83
COc1cc(/C=N/NC(=O)CC2C(=O)NN=C2C)ccc1O (stereo not drawn),97,-6,106,0,125,108,102,93
CCOC(=O)c1cnc(-n2nc(C)cc2C)nc1Oc1ccccc1F,107,14,96,3,95,100,104,121
Cc1ccc(S(=O)(=O)/N=C2/NC(=O)/C(=C/c3cccnc3)S2)cc1,101,8,100,0,100,102,100,107
CC(=O)NCc1ccc(S(=O)(=O)N2CCCN(C)CC2)cc1,94,7,104,2,93,102,91,97
O=C(CN1N=C(c2ccc(Cl)cc2)CCC1=O)NCc1cccnc1,90,-6,95,0,87,89,90,107
